From PubChem
FBW7 activator: human FBW7 E3 ligase activation, primary screen; AlphaScreen FBW7–phospho-cyclin E peptide binding, activator screen; Q969H0; AID 1259310; hit rate 0.13% among 650,000; normalized activity (activation), % at 26.1 µM; in the data active = normalized activity above about 1.9%;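 also: purified mutant Fbw7 with reduced substrate affinity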
TEAD-YAP block: TEAD-YAP interaction inhibition; inhibition, % at 9.12 µM; hit rate 1.4% among 640,000; HEK-TIYL cells, TEAD-Gal4/YAP UAS-luciferase luminescence; AID 1259422; in the data active = inhibition above about 32%;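 also: 0% = median of test compound wells and 100% = reference inhibitor wells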
GPR151 activ: human GPR151 activation; Q8TDV0; PathHunter beta-arrestin GPR151 cells, luminescence; activation, % at 11.2 µM; hit rate 1% among 650,000; in the data active = activation above about 4.9%;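 also: 0% = median of compound wells and 100% = cells with positive control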
Target sequence (Q8TDV0 whole entry, looked up): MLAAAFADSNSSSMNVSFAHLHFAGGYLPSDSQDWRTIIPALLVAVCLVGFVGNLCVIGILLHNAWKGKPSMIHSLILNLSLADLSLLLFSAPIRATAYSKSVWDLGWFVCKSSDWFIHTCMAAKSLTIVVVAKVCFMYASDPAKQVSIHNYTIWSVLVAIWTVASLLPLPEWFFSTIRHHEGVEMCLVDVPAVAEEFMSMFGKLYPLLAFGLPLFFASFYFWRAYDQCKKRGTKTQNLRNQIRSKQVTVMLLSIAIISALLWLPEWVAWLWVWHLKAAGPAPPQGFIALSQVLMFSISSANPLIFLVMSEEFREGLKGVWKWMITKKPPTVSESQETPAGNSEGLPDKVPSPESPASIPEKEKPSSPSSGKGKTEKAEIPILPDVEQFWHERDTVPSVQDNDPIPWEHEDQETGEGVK
MITF primary: inhibitors of human MITF; AID 1259374; AlphaScreen MITF homodimerization, bead proximity signal; hit rate 0.91% among 650,000; inhibition, % at 2.6 µM; O75030; in the data active = inhibition above about 50%;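 also: 0% = vehicle wells with protein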
Target sequence (O75030 whole entry, looked up): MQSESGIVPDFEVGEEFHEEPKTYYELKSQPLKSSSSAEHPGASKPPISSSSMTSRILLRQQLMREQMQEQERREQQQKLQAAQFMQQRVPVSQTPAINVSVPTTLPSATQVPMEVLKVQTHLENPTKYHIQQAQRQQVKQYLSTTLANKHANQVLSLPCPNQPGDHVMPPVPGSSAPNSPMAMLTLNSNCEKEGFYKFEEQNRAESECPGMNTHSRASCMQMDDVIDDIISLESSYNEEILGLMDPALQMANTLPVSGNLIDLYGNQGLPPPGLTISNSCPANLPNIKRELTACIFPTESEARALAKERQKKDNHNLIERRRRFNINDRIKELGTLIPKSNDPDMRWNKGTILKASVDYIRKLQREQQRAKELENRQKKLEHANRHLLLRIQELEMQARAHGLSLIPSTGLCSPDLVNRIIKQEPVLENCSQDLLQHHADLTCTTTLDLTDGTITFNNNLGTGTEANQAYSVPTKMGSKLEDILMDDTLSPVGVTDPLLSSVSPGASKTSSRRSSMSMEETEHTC
Starred values were filed as active, the others as inactive.

Letters – A = FBW7 activator; B = TEAD-YAP block; C = GPR151 activ; D = MITF primary
Cc1ccccc1-c1nnc2sc(NC(=O)c3ccc(F)cc3)nn12
  A: 0.1	B: -1	C: 0.1	D: -18
CCC1=NN(C(=O)CCc2ccccc2O)C(O)(C(F)(F)F)C1 (stereo not drawn)
  A: 0.5	B: 1	C: 0.8	D: -13
CSc1ccc(/C=N\NC(=O)c2cc(C(C)(C)C)[nH]n2)cc1
  A: -0.2	B: -11	C: -1.6	D: -7
CCCCC1=NN2C(=N)/C(=C/c3ccc(OCCOc4cccc(C)c4)c(OCC)c3)C(=O)N=C2S1
  A: 0.1	B: 16	C: 0.3	D: -9
CCc1c(C)sc2ncn(C3CCN(C(=O)CN4CCCC4=O)CC3)c(=O)c12
  A: 0.4	B: 22	C: 0.4	D: 13
O=C(Nc1cccc(Cl)c1)c1ccc(F)c(S(=O)(=O)N2CCN(c3ccccn3)CC2)c1
  A: 0.0	B: 11	C: 3.0	D: -6
Cc1cccc(-n2nc3c(c2NC(=O)CCC2CCCC2)CS(=O)C3)c1C (stereo not drawn)
  A: 0.3	B: 12	C: 1.4	D: 11
COc1ccc2c(c1)c(=O)c1ccccc1n2CC(=O)Nc1ccccc1F
  A: 0.0	B: 2	C: 0.5	D: 7
COc1ccc(NC(=O)CSc2nccc(=O)[nH]2)cc1
  A: 0.1	B: 11	C: -1.4	D: 21
CCOC(=O)C1=C(C)N=c2s/c(=C/c3ccc(OC)cc3)c(=O)n2C1/C=C/c1ccccc1 (stereo not drawn)
  A: 0.0	B: 2	C: 0.5	D: 6
CC(=O)c1cc(C(=O)N2CC[C@H]3[C@H](CCCN3C(=O)/C=C/c3cccc(F)c3)C2)cs1
  A: 0.5	B: -2	C: 0.0	D: 0
O=C(c1cccc(Oc2c(Cl)cccc2[N+](=O)[O-])c1)n1nnc2ccccc21
  A: 0.0	B: 5	C: 0.1	D: -9
CCC(C)n1c(=N)c(C(=O)NC(C)c2ccccc2)cc2c(=O)n3cc(C)ccc3nc21 (stereo not drawn)
  A: 0.2	B: -5	C: 0.1	D: -14
CC(OC(=O)c1ccccc1OCc1ccc(Cl)cc1)C(N)=O (stereo not drawn)
  A: -0.1	B: 2	C: -0.4	D: 11
O=C(Nc1ccc2oc(-c3ccc(F)cc3)cc(=O)c2c1)c1cccs1
  A: 0.0	B: -10	C: -0.1	D: 13
COc1ccc(C(=O)Nc2nnc(C(C)(C)C)s2)c(OC)c1
  A: 0.7	B: -50	C: 0.1	D: 7
CC(=O)NC(CC(=O)Nc1ccc(OC(F)(F)F)cc1)c1ccccc1 (stereo not drawn)
  A: 0.5	B: 4	C: -1.7	D: 12
CCOC(=O)CCc1c(C)c2ccc(OCC(=O)OC(C)C)cc2oc1=O
  A: 0.0	B: 2	C: -0.8	D: -3
COc1ccc(Cl)cc1NC(=O)Cc1c(C(=O)O)[nH]c2ccccc12
  A: 0.1	B: 6	C: 1.1	D: 8
Cn1c(/C(C#N)=C\c2ccc(-c3ccc(S(N)(=O)=O)cc3)o2)nc2ccccc21
  A: 0.3	B: 36*	C: 1.4	D: 1
CC(C)Cn1cc(C(=O)NC2CCCC2)c2c3ccccc3n(C)c2c1=O
  A: 0.2	B: -3	C: 0.2	D: -19
Cc1cc(C(=O)N2CCC(Oc3nc4ccccc4s3)CC2)on1
  A: -0.1	B: -4	C: -0.6	D: 4
COC(=O)c1sccc1NC(=O)c1cc(-c2ccc(Cl)cc2)nc2ccccc12
  A: 0.1	B: 7	C: 1.1	D: 15
O=S(=O)(/C=C/c1ccccc1)N1CCC(CO)(Cc2cccc(F)c2)CC1
  A: -0.1	B: -7	C: 2.8	D: -5
Cc1cc(C)cc(N2CC(C(=O)Nc3ccc(Br)cc3)CC2=O)c1 (stereo not drawn)
  A: -0.1	B: -5	C: 1.6	D: -4
CCO/C=C1\C(=O)N(c2ccccc2Cl)C(=O)c2ccccc21
  A: -0.1	B: 9	C: 1.7	D: 47
CCOc1nc(NCCN2CCOCC2)nc(Nc2ccc(I)cc2)n1
  A: 0.4	B: 13	C: -1.6	D: 15
Oc1ccc2ccccc2c1/C=N/Nc1nnc2c(n1)[nH]c1ccccc12
  A: 0.4	B: -13	C: -0.4	D: 1
CC1CCc2sc(NC(=O)c3ccc(C#N)cc3)c(C(N)=O)c2C1 (stereo not drawn)
  A: 0.4	B: -12	C: -0.1	D: 11
CCC(C)c1ccccc1OCCOCCN1CC(C)OC(C)C1 (stereo not drawn)
  A: -0.1	B: 2	C: -1.3	D: 33
CC(C)N1CCN(C(=O)CCc2nnc(Cc3ccc4c(c3)OCO4)o2)CC1
  A: -0.1	B: -10	C: -1.1	D: -4
O=C(CSc1nnc(-c2ccccc2)c(-c2ccccc2)n1)N1CCOCC1
  A: -0.2	B: 9	C: 0.7	D: 12
O=C(CCCCC(=O)N/N=C/c1cccs1)N/N=C/c1cccs1
  A: -0.2	B: 16	C: 0.1	D: 2
CC1CCC(C(C)C)C(OC(=O)C[n+]2ccsc2N)C1 (stereo not drawn)
  A: -0.2	B: 4	C: -1.0	D: -2
O=C(CNC(=O)c1cccc(F)c1)N/N=C/c1ccccn1
  A: 0.1	B: -20	C: 3.0	D: -4
O=C(Nc1nccs1)c1ccc(-c2ccc(Cl)cc2)o1
  A: -0.1	B: -26	C: 0.8	D: 2
CCc1ccc(NC(=S)N(CCCN2CCOCC2)Cc2ccco2)cc1
  A: 0.2	B: 3	C: -0.7	D: 0
Cc1cc(N(C)C)nc(Nc2ccc(NC(=O)c3ccccc3Br)cc2)n1
  A: -0.1	B: 16	C: -0.8	D: -4
CCc1ccc2c(CC(=O)Nc3ccc(C(C)=O)cc3)coc2c1
  A: 0.4	B: 9	C: -0.4	D: 10
Cc1nn(C)cc1CN1CCn2c(nc(-c3ccc(N(C)C)cc3)c2NC(C)(C)C)C1
  A: -0.1	B: -8	C: 0.1	D: 8
CC(C)CC(NC(=O)C1CCC(C)CC1)C(=O)NCc1ccccn1 (stereo not drawn)
  A: 0.0	B: -5	C: 0.4	D: -5
CC(C)(c1ccccc1)c1ccc(OCC(=O)Nc2ccc(S(=O)(=O)Nc3ncccn3)cc2)cc1
  A: 0.1	B: 4	C: 0.5	D: 8
O=C(OCc1ccc([N+](=O)[O-])cc1)c1ccc(Br)cc1
  A: 0.2	B: -1	C: 2.1	D: 1
Cn1c(N2CCC(C(=O)NCCc3cnc[nH]3)CC2)nc2ccccc21
  A: 0.0	B: 2	C: 0.0	D: -5
O=C(NCc1ccc(F)cc1)c1c(F)cccc1Cl
  A: 0.1	B: 7	C: 1.3	D: -10
O=C(CNC(=S)N(Cc1ccccc1)Cc1cccs1)NC1CC1
  A: -0.1	B: 0	C: 0.8	D: -13
COc1cc(OC)c(/C=C2/NC(=O)N(CC(=O)Nc3ccc(C)cc3)C2=O)c(OC)c1
  A: 0.0	B: 11	C: -0.7	D: -8
CCN(CC)S(=O)(=O)c1ccc2[nH]c3nc(SCC(=O)NCc4ccco4)nnc3c2c1
  A: 0.0	B: 7	C: 0.7	D: 7
O=C(N/N=C/c1cccc([N+](=O)[O-])c1)c1cc(Br)ccc1O
  A: 0.1	B: -15	C: 2.9	D: 10
CCOc1ccc(NC(=O)c2sc(=S)n(-c3cccc(OC)c3)c2N)cc1
  A: 0.1	B: -2	C: -0.4	D: 12

Three entries from above, set out differently:
mol	FBW7 activator	TEAD-YAP block	GPR151 activ	MITF primary
O=C(CNC(=S)N(Cc1ccccc1)Cc1cccs1)NC1CC1	-0.1	0	0.8	-13
CCOc1ccc(NC(=O)c2sc(=S)n(-c3cccc(OC)c3)c2N)cc1	0.1	-2	-0.4	12
CC(C)(c1ccccc1)c1ccc(OCC(=O)Nc2ccc(S(=O)(=O)Nc3ncccn3)cc2)cc1	0.1	4	0.5	8

Going on with the list.
Letters – A = FBW7 activator; B = TEAD-YAP block; C = GPR151 activ; D = MITF primary
C#CCN1CCC(N2CCN(c3ccccc3)CC2)CCC1=O (stereo not drawn)
  A: -0.1	B: 3	C: 1.5	D: -7
C=CCNC(=O)Cc1c(O)c2ccccc2[nH]c1=O
  A: 0.1	B: -2	C: 2.1	D: -7
Cc1ccc(-c2nc(N3CCN(c4ccccc4Cl)CC3)c3ccccc3n2)cc1
  A: -0.1	B: -9	C: -1.2	D: -4
Cc1cc(Cl)ccc1N(CC(=O)Nc1c(C)cccc1C)S(=O)(=O)c1ccccc1
  A: 0.1	B: -19	C: 1.1	D: -1
Cn1c(Cc2cccs2)nnc1SCC(=O)Nc1ccc2c(c1)OCCO2
  A: 0.1	B: 13	C: 0.0	D: -1
OCCNc1nc(N2CCN(Cc3ccc4c(c3)OCO4)CC2)nc2c1ncn2-c1ccsc1
  A: -0.1	B: 13	C: -0.2	D: 0
Cc1cc(-c2nnc(CCC(=O)N(Cc3ccccc3)CC3CCC3)o2)no1
  A: -0.1	B: -20	C: 0.9	D: 5
COc1ccc2nc(NC(=O)Cc3ccccc3)sc2c1
  A: -0.1	B: -50	C: -0.7	D: -3
O=C(CSc1nc2ccsc2c(=O)n1C1CCCCC1)Nc1ccccc1C(F)(F)F
  A: -0.3	B: -12	C: -0.3	D: 0
COc1ccc(NC(=O)CCN2CC(C)CC(C)C2)c(OC)c1 (stereo not drawn)
  A: 0.1	B: 1	C: -1.3	D: 10
COC(=O)CC(NC1C(=O)c2ccccc2C(=O)C1Cl)C(=O)OC (stereo not drawn)
  A: -0.2	B: -15	C: 1.6	D: 1
COC(=O)c1ccc2c(c1)N(Cc1ccccc1OC)C(=O)C(F)(F)O2
  A: -0.1	B: 3	C: 0.5	D: 7
O=P(CCCO)(Cc1ccccc1)Cc1ccccc1
  A: -0.1	B: -11	C: 0.1	D: 1
Cc1ccc(-c2nnc(NC(=O)c3ccc(Cl)c([N+](=O)[O-])c3)s2)cc1
  A: 0.9	B: 7	C: 0.4	D: 8
CN(CCc1ccccc1)C1CCCN(C(=O)CSc2ncccn2)C1 (stereo not drawn)
  A: -0.1	B: 0	C: 2.0	D: -4
COc1ccc(-n2nc(C(=O)N3CCC(C)CC3)c3ccccc3c2=O)cc1
  A: 0.0	B: 5	C: 0.2	D: 11
COc1cc(NC(=O)CCC(=O)OCCCC(F)(F)C(F)(F)F)nc(OC)n1
  A: 0.1	B: 4	C: -0.1	D: -18
O=C(NCc1nc2ccccc2[nH]1)c1csc(-c2ccc(N3CCOCC3)nc2)n1
  A: 0.1	B: 28	C: -0.7	D: 12
COc1ccc(N(C(=O)c2cccnc2)S(=O)(=O)c2ccc(Cl)cc2)cc1
  A: 0.0	B: 6	C: 1.3	D: 1
CCOC(=O)NC(=O)Cn1nnc2ccccc2c1=O
  A: 0.3	B: 4	C: 1.9	D: 4
CCOC(=O)C1=C(C)N=c2s/c(=C\c3ccc4c(c3)OCO4)c(=O)n2C1c1ccc(C(C)C)cc1 (stereo not drawn)
  A: 0.6	B: 5	C: 0.0	D: 24
CC(C)CCSc1nc2c(c(=O)[nH]c(=O)n2C)n1Cc1cccc(Br)c1
  A: 0.0	B: 2	C: -1.4	D: 2
c1cc(-n2ccc(CNCCN3CCOCC3)n2)cc(Nc2ccc(N3CCOCC3)cc2)n1
  A: -0.5	B: -4	C: 0.0	D: -11
O=C(O)c1ccc(CS(=O)(=O)c2ccccc2)o1
  A: -0.7	B: 6	C: 0.1	D: 56*
CCN1C(=O)C(O)(C2COC(C)(C)CC2=O)c2ccccc21 (stereo not drawn)
  A: 0.1	B: 1	C: 1.3	D: -2
O=C(Nc1c2c(nn1-c1nc3ccccc3s1)CCC2)C1=COCCO1
  A: -0.2	B: -6	C: -1.9	D: -8
O=C(CCNC(=O)c1ccccc1Cl)NCCCN1CCOCC1
  A: 0.1	B: 3	C: 1.4	D: -4
CCOC(=O)C1=C(CSc2nc3c(cc2C#N)CCC3)OC(N)=C(C#N)C1c1cccc(OCc2ccccc2)c1 (stereo not drawn)
  A: -0.1	B: -3	C: -0.8	D: -2
Cn1c(SCC(=O)Nc2ccccc2Cl)nc2ccccc2c1=O
  A: 0.0	B: -4	C: -0.4	D: 3
COC(=O)c1cccc([N+](=O)[O-])c1CBr
  A: 0.0	B: 3	C: 4.4	D: 7

Copied from the list.
c1cc(-n2ccc(CNCCN3CCOCC3)n2)cc(Nc2ccc(N3CCOCC3)cc2)n1 | GPR151 activ = 0.0
O=C(CCNC(=O)c1ccccc1Cl)NCCCN1CCOCC1 | MITF primary = -4

Carrying on.
Letters – A = FBW7 activator; B = TEAD-YAP block; C = GPR151 activ; D = MITF primary
CCOC(=O)c1ccc2c(c1)sc(=NC(=O)c1ccc([N+](=O)[O-])s1)n2CC(=O)OC
  A: 0.0	B: 5	C: -0.1	D: -9
COc1cccc(NC(=O)c2ccc(-c3ccc(C)cc3)nc2N(C)C)c1
  A: 0.1	B: -6	C: 0.6	D: 7
CN1CCN(c2ncn(-c3ccc(Nc4ncc(F)c(-c5cccc(N6CCOCC6)c5)n4)cc3)n2)CC1
  A: -0.3	B: 62*	C: 1.0	D: 17
Fc1ccc(CN2CCC(n3cnc4cccnc43)CC2)cc1
  A: -0.1	B: -1	C: 0.7	D: 8
